TbHK1 inh = blocks Trypanosoma brucei hexokinase 1 activity; actives 0.11% (n = 220,000); recombinant TbHK1, G6PDH-coupled NADH A340; AID 1430; inhibition, % at 10 µM;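 active means inhibition of 50% or more in the single-dose primary screen; inactive means inhibition below 50%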
PPC-1+TRAIL kill = compounds killing PPC-1 cancer cells with TRAIL present (potentiator screen, no TRAIL-free arm); PPC-1 cells + TRAIL, ATPLite viability luminescence; cell killing (% activity), % at 4 µM; actives 0.41% (n = 220,000);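 active means cell killing above 50% in the first pass at 4 µM, then a duplicate retest at 5 µM averaging 50% or more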;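 further: plate controls were cells with TRAIL plus DMSO for no effect and medium-only wells lacking cells for full effect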
Furin inh = human furin inhibition. P09958. purified furin, fluorogenic substrate cleavage. inhibition, % at 30 µM. actives 0.061% (n = 220,000). AID 463115; in the data active means inhibition above about 25%; further: inactives centre near -15
EP2 antag = inhibitors of human EP2 prostaglandin E2 receptor. C6 glioma cells expressing human EP2, cAMP TR-FRET; cells stimulated with saturating PGE2. inhibition, % at 25 µM. actives 0.52% (n = 260,000). P43116;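 active means percent inhibition above 40 after rounding to a whole number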;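 further: rat C6 glioma host cells with rolipram phosphodiesterase inhibitor present; the protocol text gives 20 µM as final concentration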
Target sequence (P43116 whole entry, looked up): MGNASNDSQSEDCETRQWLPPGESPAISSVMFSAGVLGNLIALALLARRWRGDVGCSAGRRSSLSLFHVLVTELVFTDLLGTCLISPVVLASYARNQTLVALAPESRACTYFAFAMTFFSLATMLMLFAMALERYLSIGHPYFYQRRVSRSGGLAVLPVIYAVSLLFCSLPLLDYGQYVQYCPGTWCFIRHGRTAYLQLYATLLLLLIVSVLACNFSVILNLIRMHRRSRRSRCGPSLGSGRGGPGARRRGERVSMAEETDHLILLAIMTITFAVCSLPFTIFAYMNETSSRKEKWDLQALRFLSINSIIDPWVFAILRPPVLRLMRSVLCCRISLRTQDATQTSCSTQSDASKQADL
RBBP9 inhibitor = inhibitors of human serine hydrolase RBBP9; O75884; recombinant RBBP9, FP-Rh probe fluorescence polarization; actives 0.2% (n = 220,000); AID 1515; inhibition, % at 7.94 µM;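 active means inhibition above the campaign mean of all tested compounds plus 3 SD, cut at about 14% in these data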;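 further: plate controls were DMSO wells with RBBP9 for no effect and wells lacking RBBP9 protein for full effect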
Target sequence (O75884 whole entry, looked up): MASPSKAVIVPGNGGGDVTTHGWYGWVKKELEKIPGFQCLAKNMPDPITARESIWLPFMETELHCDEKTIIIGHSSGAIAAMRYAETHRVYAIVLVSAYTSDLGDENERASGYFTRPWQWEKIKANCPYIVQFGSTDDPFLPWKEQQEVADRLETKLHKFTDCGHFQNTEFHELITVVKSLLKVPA
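Test system – recombinant human RBBP9 · Input – RBBP9 2.5 µM in dispensing solution, pre-mixing · Medium – Tris buffer pH 8.0, NaCl, Pluronic · Schedule – preincubation 30 min plus labeling 45 min at 25 °C · Measured by – fluorescence polarization · Measure – % inhibition · Controls – DMSO and no-protein wells · Replicates – one well per compound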
BaF3 parental = parental Ba/F3 viability inhibition as JAK2V617F counter-screen. inhibition, % at 5.6 µM. actives 1.1% (n = 220,000). AID 1486. CellTiter-Glo ATP luminescence;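 active means inhibition above a per-campaign cutoff, the mean inhibition of all tested compounds plus 3 SD, cut at about 27% in these data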;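 further: 0% = DMSO wells and 100% = JAK Inhibitor I control wells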
p97 ATPase inh = human p97 ATPase inhibition; AID 1481; recombinant p97 ATPase, Kinase-Glo ATP luminescence, 3 h; actives 0.42% (n = 220,000); inhibition, % at 8 µM; P55072; in the data active means inhibition above about 15%;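 further: 0% = DMSO vehicle and 100% = wells lacking enzyme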
NCF1 inh = p47phox (human) inhibition; AID 1274; P14598; inhibition, % at 24.7 µM; actives 0.53% (n = 220,000); p47phox/p22phox peptide binding, fluorescence polarization, 2 h;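 active means inhibition above about 30%, limit read from the data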;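 further: 0% = p47phox with labelled peptide and 100% = labelled peptide alone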
Target sequence (P14598 whole entry, looked up): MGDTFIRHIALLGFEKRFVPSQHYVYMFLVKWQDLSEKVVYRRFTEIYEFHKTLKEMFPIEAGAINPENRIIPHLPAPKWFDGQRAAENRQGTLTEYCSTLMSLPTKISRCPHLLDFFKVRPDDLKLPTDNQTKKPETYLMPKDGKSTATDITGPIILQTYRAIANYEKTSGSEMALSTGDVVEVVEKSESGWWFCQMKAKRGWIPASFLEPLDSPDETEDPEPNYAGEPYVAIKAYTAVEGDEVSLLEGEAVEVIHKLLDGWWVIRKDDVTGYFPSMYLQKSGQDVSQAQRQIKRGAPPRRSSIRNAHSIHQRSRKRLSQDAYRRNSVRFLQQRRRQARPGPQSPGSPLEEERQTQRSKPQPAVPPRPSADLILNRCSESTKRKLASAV
Ba/F3 V617F tox = reduce viability of Ba/F3 cells dependent on JAK2V617F | AID 1446 | actives 1.1% (n = 220,000) | inhibition, % at 5.6 µM | Ba/F3 EpoR-JAK2V617F viability, ATP luminescence;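 active means inhibition above the campaign mean plus 3 SD over all tested compounds, cut at about 24% in these data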;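 further: cytokine-independent growth of Ba/F3 cells driven by EpoR plus mutant JAK2; 0% = DMSO-treated cells and 100% = JAK inhibitor I control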
* = called active by the depositor; . = no result given; & = joins results of further samples; [ ] = dose if it differs, or a comment. A portion of the library (hit frequency here may not be typical).

SMILES	TbHK1 inh	PPC-1+TRAIL kill	Furin inh	EP2 antag	RBBP9 inhibitor	BaF3 parental	p97 ATPase inh	NCF1 inh	Ba/F3 V617F tox
COc1cc(C(=O)Nc2ccc3c(c2)N(C(=O)CN2CCN(C)CC2)c2ccccc2CC3)cc(OC)c1OC	-2	-7	-16	11	-5	0	2	-45	-3
Cn1c(OCc2cccnc2)nc2c1c(=O)n(Cc1ccc(Br)cc1)c(=O)n2C	-9	20	-12	6	-8	2	-6	-6	2
Cc1ccc(CN2CCSc3ccc(C(=O)NCc4ccccn4)cc32)cc1	-5	5	-15	9	-8	7	0	9	1
COc1cc(/C=N\Nc2nc3ccccc3[nH]2)cc(OC)c1OC	-37	30	-8[20 µM]	17	6	3	-1	-21	4
CCC(C)(C(=O)NC1CCCC1)N(Cc1cccs1)C(C)=O (stereo unspecified)	-2	23	-11[20 µM]	17	0	3	6	-2	-2
Cc1ccc2c(c1)[nH]c1c(=O)n(CCN3CCCCC3)cnc12	-10	-18	-12	10	-2	3	2	-15	5
CC(=O)Nc1cccc(N2C(=O)CCC2=O)c1	-4	17	-12[20 µM]	16	-5	4	6	-9	2
CCc1nc(N2CCN(S(=O)(=O)c3ccc(Br)cc3)CC2)c2c(C)c(C)sc2n1	-5	.	-9[20 µM]	4	-3	2	-3	.	-1
OC1CCCN(C(=S)NCc2ccccc2)C1 (stereo unspecified)	-1	26	-19	7	2	2	0	-2	-1
COc1cccc2cc3c(=O)n(-c4ccccc4)nc-3oc12	0	28	-15	17	-9	9	0	6	0
CCNC(=S)N1CCn2c(nc3ccccc32)C1	32	-7	-10	14	-10	3	3	0	-1
CCOC(=O)c1c(Cc2ccc(Cl)cc2)c[nH]c1C	-9	31	-13	3	-9	6	2	-11	1
Cc1ccc2c(c1)-c1ccccc1S(=O)(=O)N2	-4	28	-7	4	4	3	2	.	3
COc1ccc(N2CCC(CNC(=S)Nc3cc(C)ccc3C)C2)cc1 (stereo unspecified)	-12	17	-22	11	0	-6	1	-5	0
CCCCN(C)C(=O)c1cn(CC)c2ccc(S(=O)(=O)N(C)C)cc2c1=O	-21	-4	-10	4	-10	2	4	-7	-5
CC(C)NC(=S)Nc1ccc2cn[nH]c2c1	0	19	-20	6	-1	3	-2	-2	3
CCOC(=O)Cc1csc(NC(=O)CCCN2C(=O)c3ccccc3C2=O)n1	-1	-28	-11[20 µM]	8	-7	6	-2	-15	-1
CNC(=S)Nc1ccc(C(N)=O)cc1	4	11	-16	7	-3	2	4	-11	0
COCCN(C(=O)C1CCCC1)c1c(N)n(Cc2ccccc2)c(=O)[nH]c1=O	1	15	-14	3	7	10	0	-1	3
CCn1ccc(C(=O)Nc2cccc(Cl)c2)n1	4	-4	-17	5	-7	-1	2	-5	-2

Next part; it opens with the 2 that closed the last part.
SMILES	TbHK1 inh	PPC-1+TRAIL kill	Furin inh	EP2 antag	RBBP9 inhibitor	BaF3 parental	p97 ATPase inh	NCF1 inh	Ba/F3 V617F tox
COCCN(C(=O)C1CCCC1)c1c(N)n(Cc2ccccc2)c(=O)[nH]c1=O	1	15	-14	3	7	10	0	-1	3
CCn1ccc(C(=O)Nc2cccc(Cl)c2)n1	4	-4	-17	5	-7	-1	2	-5	-2
CCOC(=O)C1(P(=O)(c2ccccc2)c2ccccc2)CCC1	1	24	-15[20 µM]	20	2	1	7	3	-5
Cc1cc(SCC(=O)c2ccc(O)c(O)c2)n2nc(C)c(-c3ccccc3)c2n1	-16	26	-13	10	-6	2	15*	-35	4
Cn1c(N)c(C(=O)CSc2nnc(-c3ccccc3F)n2N)c(=O)n(C)c1=O	-3	4	-16	5	-4	-10	6	2	-3
O=C(N/N=C/c1ccc(OC(F)F)cc1OC(F)F)NC1CCCCC1	6	24	-21	3	-9	3	-9	-2	3
Cn1c(CNC(=O)c2ccccc2F)nnc1SCCOc1ccccc1	-1	32	-27	2	3	10	1	-9	2
CCC(=O)N(Cc1ccco1)Cc1cc2cc3c(cc2[nH]c1=O)OCO3	-32	5	-26	3	-4	3	3	0	-2
C/C(=N/NC(=O)Cc1cccs1)c1ccco1	-3	21	-15	3	-1	5	-3	-4	1
Cc1nn2c(-c3ccccc3)c(-c3ccccc3)nc2[nH]c1=O	-5	-16	-19	12	7	-4	2	-7	-3
Cc1nc(-c2ccc(S(=O)(=O)N3CCN(C(c4ccccc4)c4ccccc4)CC3)s2)cs1	-22	18	-24	9	-9	-3	0	-32	-3
C[N+]12CCC(CC1)C(OC(=O)C(O)(c1ccccc1)c1ccccc1)C2 (stereo unspecified)	2	-6	-13	10&9	-6	4	4	-8	-1
CCOC(=O)c1c(-c2ccc(C)o2)csc1NC(=O)CSc1nncs1	2	-2	-2	7	-24	10	-1	-32	5
CC(=O)N1c2ccccc2C(C)CC12CCCCC2 (stereo unspecified)	1	5	-23[20 µM]	8	-1	0	0	-6	-3
CCc1ccc(NC(=O)c2ccc(Cn3cc([N+](=O)[O-])cn3)cc2)cc1	6	16	-17	9	5	9	4	16	-2
COc1cc(OC)nc(NC(=O)NS(=O)(=O)c2ccc(F)cc2)n1	0	13	-22	8	-2	2	3	-1	-3
Cc1cccc(NC(=S)N(Cc2cccs2)Cc2cc3cc(C)ccc3[nH]c2=O)c1	2	-7	-9	12	1	9	0	-11	3
Clc1ccc(OCc2nn3c(-c4ccncc4)nnc3s2)cc1	1	8	-13	9	-5	5	-2	-1	3
O=C(O)c1ccc(-n2ncc3c2/C(=C/c2cccc([N+](=O)[O-])c2)CC3)cc1	-106	12	-7	4	-6	-4	-1	-18	0
O=C(CCC(=O)Nc1nnc(C2CCCCC2)s1)NCc1ccccc1	-10	8	-15	5	-4	-3	-2	-7	0
O=c1c(-c2n[nH]c(=S)n2-c2ccccc2)cccn1Cc1cccc(Cl)c1	5	8	-9	27	-4	11	-8	1	7
O=C(CN1CCN(C(=O)c2ccco2)CC1)N1CCc2[nH]c3ccccc3c2C1	-12	12	-16	5	2	-4	2	-17	3
CC(C)Oc1ccc(C(=O)NCc2cccnc2)cc1	1	13	-11	10	-12	1	-1	-7	2
Cc1ccc(-c2nc(-c3nccc4ccccc34)oc2-c2ccccc2)cc1	-27	19	-31	7&35	-11	-4	0	-21	-1
CCN(CC(=O)Nc1ccc2c(c1)OCCO2)Cc1cc(=O)oc2cc(C)c(C)cc12	-13	-19	-13[20 µM]	5	-8	5	2	-9	0
O=C(NCCc1nc2ccccc2[nH]1)/C(=C/c1ccc(F)cc1)NC(=O)c1ccco1	6	-6	-16	9	-6	1	0	-1	1
CCOc1cc(C(=O)OCC(=O)NC(C)c2ccccc2)ccc1OCC(=O)N1CCOCC1 (stereo unspecified)	1	-4	-31	9	-8	6	-1	2	-3
CC1CCCc2sc3nc(N4CCN(CCO)CC4)n4ncnc4c3c21 (stereo unspecified)	-3	10	-33	8	8	13	-5	-11	3
COC(=O)c1ccc(NC(=O)NCCCl)cc1	2	1	-8	4	0	0	5	9	-5
Cc1ccc(S(=O)(=O)N(C)CC(=O)NC2CCCC2)cc1	5	11	-4[20 µM]	10	2	1	-1	-8	-2
COC(=O)COc1ccc(S(=O)(=O)N2CCc3ccccc3C2)cc1	0	-3	-11[20 µM]	16&11	3	4	0	3	0
O=C(Oc1ccc2ccccc2c1)c1ccco1	-7	12	-16	6	-1	4	2	-14	-1
O=S(=O)(c1cccc(S(=O)(=O)N2CCC(N3CCCCC3)CC2)c1)N1CCOCC1	3	-3	-18[20 µM]	9&5	1	-1	9	-22	-3
COc1cc(C(=O)c2ccccc2)c(OC)cc1C(=O)Nc1ccc(O)cc1	-9	.	-20	8	-11	1	9	0	-4
Cc1cccc(-c2nsc(SCC(=O)NCc3ccco3)n2)c1	-2	-9	-17	8	-3	0	1	-17	1
COc1ccc(/C(C)=N\NC(=O)c2ccc3c(c2)OCO3)cc1OC	-10	25	-12	8	-5	8	-5	-5	5
COc1ccc2c(C)c(C(=O)O)oc2c1	-13	19	-21[20 µM]	14	-2	6	-1	6	-1
CC(=O)N1CCCN(Cc2cn(-c3ccc(C)cc3)nc2-c2ccc(F)cc2)CC1	-12	0	-27	8	-10	4	-4	-1	1
CC(C)(C)c1cc[n+](CC(=O)Nc2cc(C(F)(F)F)ccc2N2CCOCC2)cc1	9	21	0	13	-5	3	3	7	-1
O=C(O)CCCCn1c(SCC(=O)Nc2ccccc2C(F)(F)F)nc2ccsc2c1=O	0	-6	-13	5	-5	2	2	1	3
Cc1cccc(C)c1NC(=S)NC(C)(C)CO	1	19	-1	5	2	4	-2	-16	2
CCCCC(=O)Nc1ccc(NC(=O)c2ccc([N+](=O)[O-])cc2)cc1OC	-2	7	-28	8	-6	4	3	-2	-2
O=c1cc(N2CCN(c3ccc(F)cc3)CC2)[nH]c(=O)n1Cc1ccc(F)cc1	-4	-14	-28	11	-4	6	9	4	-2

Molecules shown so far containing an NH in an aromatic ring (twelve):
SMILES	TbHK1 inh	PPC-1+TRAIL kill	Furin inh	EP2 antag	RBBP9 inhibitor	BaF3 parental	p97 ATPase inh	NCF1 inh	Ba/F3 V617F tox
COc1cc(/C=N\Nc2nc3ccccc3[nH]2)cc(OC)c1OC	-37	30	-8[20 µM]	17	6	3	-1	-21	4
Cc1ccc2c(c1)[nH]c1c(=O)n(CCN3CCCCC3)cnc12	-10	-18	-12	10	-2	3	2	-15	5
CCOC(=O)c1c(Cc2ccc(Cl)cc2)c[nH]c1C	-9	31	-13	3	-9	6	2	-11	1
CC(C)NC(=S)Nc1ccc2cn[nH]c2c1	0	19	-20	6	-1	3	-2	-2	3
COCCN(C(=O)C1CCCC1)c1c(N)n(Cc2ccccc2)c(=O)[nH]c1=O	1	15	-14	3	7	10	0	-1	3
CCC(=O)N(Cc1ccco1)Cc1cc2cc3c(cc2[nH]c1=O)OCO3	-32	5	-26	3	-4	3	3	0	-2
Cc1nn2c(-c3ccccc3)c(-c3ccccc3)nc2[nH]c1=O	-5	-16	-19	12	7	-4	2	-7	-3
Cc1cccc(NC(=S)N(Cc2cccs2)Cc2cc3cc(C)ccc3[nH]c2=O)c1	2	-7	-9	12	1	9	0	-11	3
O=c1c(-c2n[nH]c(=S)n2-c2ccccc2)cccn1Cc1cccc(Cl)c1	5	8	-9	27	-4	11	-8	1	7
O=C(CN1CCN(C(=O)c2ccco2)CC1)N1CCc2[nH]c3ccccc3c2C1	-12	12	-16	5	2	-4	2	-17	3
O=C(NCCc1nc2ccccc2[nH]1)/C(=C/c1ccc(F)cc1)NC(=O)c1ccco1	6	-6	-16	9	-6	1	0	-1	1
O=c1cc(N2CCN(c3ccc(F)cc3)CC2)[nH]c(=O)n1Cc1ccc(F)cc1	-4	-14	-28	11	-4	6	9	4	-2

Compound activity from PubChem BioAssay.
